G9a block: qHTS Assay for Inhibitors of Histone Lysine Methyltransferase G9a; G9a H3K9 monomethylation, AlphaScreen, 2 h; 350,000 compounds, 8.8% hits; Histone-lysine N-methyltransferase EHMT2 (Homo sapiens), Q96KQ7; AID 504332, 2011; Potency, µM (top dose mostly 102 µM), for inactives: top-dose activity, negative = inhibition, usual class: inhibitors; also: % is scaled to controls: 0 for no effect and ±100 for the full control effect; nearly all actives have a fitted effect of over 75% in size
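Signal arises when biotinylated H3K9 peptide, once monomethylated, bridges streptavidin donor and antibody-captured acceptor beads. Enzyme at 20 nM was preincubated 15 min with test compounds; peptide 500 nM and SAM 20 uM then reacted for 2 h.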
APEX1 inh: qHTS Assay for Inhibitors of the Human Apurinic/apyrimidinic Endonuclease 1 (APE1); DNA repair nuclease/redox regulator APEX1 (Homo sapiens), P27695; recombinant APE1, TAMRA/BHQ-2 abasic DNA cleavage fluorescence; Potency, µM (top dose mostly 65.8 µM), for inactives: at the highest dose activity change, negative = inhibition, actives largely listed as inhibitors; 350,000 compounds, 0.35% hits; AID 2517, 2012;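 also: plate controls were vehicle for no effect and reference inhibitor for full effect; nearly all actives have a fitted effect of over 55% in size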
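Measures dequenching upon AP-site incision of a 5'-TAMRA/3'-BHQ-2 THF-containing duplex, 50 nM; human APE1 0.75 nM after 15 min room-temperature exposure to compound; kinetic three-point read at one-minute spacing.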
BAZ2B inh: qHTS Assay for Inhibitors of BAZ2B. AlphaScreen BAZ2B-H3K14Ac peptide displacement. 360,000 compounds, 4.4% hits. AID 504333, 2011. Potency, µM (series often up to 114 µM), for inactives: at the highest dose activity change, negative = inhibition, usual class: inhibitors; also: % is scaled to controls: 0 for no effect and ±100 for the full control effect; nearly all actives have a fitted effect of over 60% in size
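AlphaScreen displacement: compounds (up to 110uM) incubated 30 min at room temperature with a preformed 50 nM BAZ2B/50 nM biotinylated H3K14Ac peptide complex in PBS pH 7.4 with Tween-20. Donor and acceptor beads at 10 ug/mL final added, 20 min light-protected before reading.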
POLH inh: qHTS for Inhibitors of Polymerase Eta. 390,000 compounds, 1.2% hits. AID 588591, 2011. DNA polymerase eta (Homo sapiens), Q9Y253. Potency, µM (highest dose often 114 µM), for inactives: top-dose activity change, negative = inhibition, hits mostly inhibitors. recombinant Pol eta, fluorescent DNA replication assay; also: % is scaled to controls: 0 for no effect and ±100 for the full control effect
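Pol eta at 10 nM preincubated with compounds 15 min at room temperature; reaction started with fluorescent substrate (50 nM final) and read kinetically at 0 and 10 min.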
BLM inh: qHTS Assay for Inhibitors of Bloom's syndrome helicase (BLM); RecQ-like DNA helicase BLM (Homo sapiens), P54132; recombinant BLM DNA unwinding, fluorescence dequenching; Potency, µM (doses to about 56.1 µM), without a hit: at the top dose activity change, negative = inhibition, actives largely listed as inhibitors; 350,000 compounds, 0.2% hits; AID 2528, 2010;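 also: plate controls were vehicle for no effect and no enzyme for full effect; nearly all actives have a fitted effect of over 35% in size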
Target sequence (P54132 whole entry, looked up): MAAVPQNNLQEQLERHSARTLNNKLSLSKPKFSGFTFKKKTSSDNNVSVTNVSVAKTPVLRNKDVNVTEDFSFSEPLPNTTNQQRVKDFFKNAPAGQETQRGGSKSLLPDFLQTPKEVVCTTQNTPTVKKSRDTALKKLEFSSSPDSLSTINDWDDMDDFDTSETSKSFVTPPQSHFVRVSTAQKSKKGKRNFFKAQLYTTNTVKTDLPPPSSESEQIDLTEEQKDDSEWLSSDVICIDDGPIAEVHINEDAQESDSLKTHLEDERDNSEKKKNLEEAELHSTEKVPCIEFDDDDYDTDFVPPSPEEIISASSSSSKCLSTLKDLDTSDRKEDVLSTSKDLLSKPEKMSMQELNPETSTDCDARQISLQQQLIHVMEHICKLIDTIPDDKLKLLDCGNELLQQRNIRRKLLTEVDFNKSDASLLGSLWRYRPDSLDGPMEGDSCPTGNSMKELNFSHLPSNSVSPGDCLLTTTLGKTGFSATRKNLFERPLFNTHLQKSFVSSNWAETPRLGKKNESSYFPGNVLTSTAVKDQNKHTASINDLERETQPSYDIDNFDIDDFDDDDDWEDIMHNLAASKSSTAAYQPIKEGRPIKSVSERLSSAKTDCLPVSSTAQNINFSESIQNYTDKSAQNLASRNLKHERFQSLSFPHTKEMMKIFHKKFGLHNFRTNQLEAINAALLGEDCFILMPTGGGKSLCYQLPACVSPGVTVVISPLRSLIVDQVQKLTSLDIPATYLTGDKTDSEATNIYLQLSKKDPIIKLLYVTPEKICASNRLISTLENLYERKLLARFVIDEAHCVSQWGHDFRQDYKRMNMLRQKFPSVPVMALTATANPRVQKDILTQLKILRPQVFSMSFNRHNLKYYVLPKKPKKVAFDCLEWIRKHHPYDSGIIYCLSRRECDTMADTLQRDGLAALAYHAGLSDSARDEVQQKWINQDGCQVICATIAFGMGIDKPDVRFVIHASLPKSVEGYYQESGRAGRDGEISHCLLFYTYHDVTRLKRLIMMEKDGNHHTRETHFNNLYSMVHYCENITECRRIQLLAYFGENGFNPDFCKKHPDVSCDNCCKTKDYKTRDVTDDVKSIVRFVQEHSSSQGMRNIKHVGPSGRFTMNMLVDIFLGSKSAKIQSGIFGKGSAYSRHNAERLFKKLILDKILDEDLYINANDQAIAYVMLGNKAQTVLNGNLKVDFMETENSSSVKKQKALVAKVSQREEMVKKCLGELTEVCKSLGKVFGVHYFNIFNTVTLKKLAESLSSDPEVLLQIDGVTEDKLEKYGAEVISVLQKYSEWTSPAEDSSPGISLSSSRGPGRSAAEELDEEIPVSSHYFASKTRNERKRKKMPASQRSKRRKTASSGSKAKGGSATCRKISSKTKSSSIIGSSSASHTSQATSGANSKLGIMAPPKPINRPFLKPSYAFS
Pol kappa inh: qHTS for Inhibitors of Polymerase Kappa; DNA polymerase kappa (Homo sapiens), Q9UBT6; purified Pol kappa, fluorescent DNA synthesis assay, 10 min; Potency, µM (series often up to 107 µM), for the others: top-dose activity, negative = inhibition, actives largely listed as inhibitors; 400,000 compounds, 0.53% hits; AID 588579, 2011; also: % is scaled to controls: 0 for no effect and ±100 for the full control effect
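Fluorescent qHTS in 1536-well format: enzyme (10 nM) and compound sat 15 min at room temperature before 50 nM substrate (final) was added. Signal taken at 0 and 10 min; no-enzyme buffer wells were negative controls.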
POLB inh: qHTS Assay for Inhibitors of DNA Polymerase Beta | Pol beta primer extension/strand displacement, fluorescence kinetic | Potency, µM (top dose mostly 114 µM), for inactives: at the highest dose activity change, negative = inhibition, actives largely listed as inhibitors | 340,000 compounds, 1.3% hits | AID 485314, 2010; also: % is scaled to controls: 0 for no effect and ±100 for the full control effect
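Human Pol beta at 10 nM; strand-displacement substrate 50 nM final. Compound exposure 15 min at room temperature before start, reaction 10 min at room temperature.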
JMJD2A Tudor inh: qHTS Assay for Inhibitors of JMJD2A-Tudor Domain | AlphaScreen JMJD2A-Tudor / H3K4me3 peptide binding | 390,000 compounds, 4.4% hits | AID 504339, 2011 | Lysine-specific demethylase 4A (Homo sapiens), O75164 | Potency, µM (titrated, usually from 114 µM), for the others: top-dose activity change, negative = inhibition, actives largely listed as inhibitors; also: % is scaled to controls: 0 for no effect and ±100 for the full control effect; nearly all actives have a fitted effect of over 50% in size
POLI inh: qHTS for Inhibitors of Polymerase Iota; DNA polymerase iota (Homo sapiens), Q9UNA4; Pol iota fluorescent replication assay, 10 min; Potency, µM (titrated, usually from 115 µM), inactives show top-dose activity, negative = inhibition, hits mostly inhibitors; 390,000 compounds, 1% hits; AID 588590, 2011
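Fluorescent replication assay read twice, at 0 min and 10 min after adding 50 nM (final) substrate. Enzyme (10 nM) and compounds were first incubated 15 min at room temperature; enzyme-free buffer wells were negative controls.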
* hit, by the source's call; ? = inconclusive; nt = no result given; [ ] = remark or other dose. Calls follow the shape of the dose curve; as a rule, active = well fitted curve in the direction sought with a large enough effect; inconclusive = small, poorly fitted or top-dose-only effect, or another doubt; inactive = no such curve, though single readings can be large; an effect the other way counts as inactive or inconclusive. Potency is read from the fitted curve at half-maximal effect. These rows are one share of the data. The share of hits here may be higher or lower than overall.

SMILES	G9a block	APEX1 inh	BAZ2B inh	POLH inh	BLM inh	Pol kappa inh	POLB inh	JMJD2A Tudor inh	POLI inh
CC(=O)N1CCC2(CC1)CN(c1ccccc1)C2	1%[12.7 µM]	2%	nt	nt	-3%	-12%[60.1 µM]	nt	nt	nt
COc1ccc(-c2ccc(C#N)c(SCC(=O)Nc3sc4c(c3C#N)CCC4)n2)cc1OC	-8%	1%	10%	?	-8%	-16%	?	-21%	-7%
O=C(COC(=O)C1CC1)NCc1ccccc1	-25%	17%	9%	4%	nt	0%	nt	-10%	13%
COc1ccc(C2C(C#N)=C(N)Oc3c2c(-c2ccccc2)nn3-c2ccccc2)c(OC)c1OC (stereo not given)	50µM*	26%	25µM*	-9%	-7%	-9%	2%	?	-9%
COc1ccc(Cl)cc1NC(=O)CN(C)C(=O)c1ccc(-n2nc(C)cc2C)cc1	?	-4%	10%	-13%	nt	-13%	nt	-20%	5%
CC(C)n1nnnc1SCC(=O)NC1CCCC1	-3%	-15%	-3%	-3%	-5%	-14%	37%	-12%	33%[activator]
CC(CNCCCn1ccc(NC(=O)OCc2ccccc2)nc1=O)c1ccccc1 (stereo not given)	nt	nt	nt	-15%	nt	15%	nt	-14%	21%
Cc1ccc(Cl)c(NC(=S)N(CCCN2CCOCC2)Cc2ccco2)c1	?	-3%	?	-2%	-9%	-11%	2%	?	13%
COC(=O)[C@@H](Cc1ccccc1)NC(=O)Cn1cnc2c(SC)nc(N)nc21	nt	-1%	nt	0%	nt	5%	nt	-5%	22%
CNC(=S)N(CCCn1ccnc1)Cc1c(F)cccc1Cl	-2%	26%	-15%	-1%	-5%	-2%	24%	-18%	15%
O=C(CSc1nc(=O)n(CCCN2CCOCC2)c2c1CCC2)Nc1ccc([N+](=O)[O-])cc1	-22%	3%	-2%	-11%	nt	-8%	nt	-5%	-7%
COc1cc2c(cc1OC)/C(=C/C(=O)c1cccc([N+](=O)[O-])c1)NCC2	-45%	46%[activator]	-35%	?	-6%	0%	14%	?	94%[activator]
CN(C)c1ccc(C(CNC(=O)c2ccccc2F)c2c[nH]c3ccccc23)cc1 (stereo not given)	?	1%	?	-19%	-4%	-15%[60.1 µM]	-7%	?	-4%
CCN(CC(=O)Nc1ccccc1OC)C(=O)C1CCCC1	9%[59 µM]	-16%	-4%	-26%	nt	-14%	nt	-6%	9%
COc1ccc(-n2ncc3c(N4CCN(c5cccc(C)c5C)CC4)ncnc32)cc1	nt	-7%	2%	-11%	1%	16%	35%	-10%	36%[activator]
CN1CCN(c2cc(N3CCN(C(=O)c4ccco4)CC3)c3c4c(onc24)-c2ccccc2C3=O)CC1	35µM*	17%	16µM*	?	-18%	-45%	-12%	40µM*	?
CCCCNS(=O)(=O)c1cc(-c2nn(C)c(=O)c3ccccc23)ccc1C	-23%	?	?	?	-11%	?	35µM*	-36%	?
CCN(C(=O)c1sc2nc3n(c(=O)c2c1C)CCCCC3)c1ccccc1F	8.9µM*	nt	-34%	-12%	-3%	-9%	-2%	-2%	-6%
COc1ccc(OCC(O)CNC(=O)Nc2ccc(Cl)cc2)cc1 (stereo not given)	-16%	15%	-5%	-15%	5%	-2%	3%	-11%	48%[activator]
Cc1ccc(NC(=O)Cn2cc(S(=O)(=O)c3ccccc3)c(=O)c3cc4c(cc32)OCO4)cc1	?	nt	?	-12%	-9%	-14%	1%	-13%	18%
CCOc1cc(/C=N/NC(=O)CCc2n[nH]c(=O)[nH]c2=O)ccc1O	12%	-4%	-1%	-1%	0%	-15%	1%	-4%	3%
CCc1nc(N=C(N)N)nc2ccccc12	-3%	1%	-1%	nt	73%[activator]	nt	?	nt	nt
Cc1cccc(OC(C)c2ccnc3nc(/N=C/N(C)C)nn23)c1 (stereo not given)	-6%	1%	-20%	0%	1%	0%	-2%	-22%	0%[58.9 µM]
COC(=O)C1=CN(c2ccc(OC)cc2)C=C(C(=O)OC)C1c1cc(OC)c(OC)cc1OC	nt	5%	-5%	-4%	-8%	-9%	55%	-35%	16%
COc1ccccc1N1CCN(S(=O)(=O)c2c(C)ccc3nsnc23)CC1	?	1%	?	-9%	-5%	0%	-6%	?	?

(more compounds)
SMILES	G9a block	APEX1 inh	BAZ2B inh	POLH inh	BLM inh	Pol kappa inh	POLB inh	JMJD2A Tudor inh	POLI inh
O=C(c1cc([N+](=O)[O-])ccc1N1CCN(S(=O)(=O)c2ccc(Cl)c(Cl)c2)CC1)N1CCOCC1	?	-8%	-5%	-16%	3%	-7%	31%	-27%	2%
CC1CCN(Cc2c(C#N)c3ccccc3n2C)CC1	25µM*	-1%	18%	-13%	-1%	8%	7%	13%	-8%
O=C(/C=C\C=C/c1ccc2c(c1)OCO2)N1CCCCC1	18%[21.5 µM]	-5%[21 µM]	nt	nt	-3%[21.4 µM]	-5%[12 µM]	nt	nt	nt
Cn1c(=O)c2c(nc(N3CCN(c4ccc([N+](=O)[O-])cc4)CC3)n2C)n(C)c1=O	4%	-1%	-1%	-14%	-6%	-3%	-10%	-3%	-8%
CCCC1CC(C(=O)NC(C(C)Cl)C2OC(SC)C(O)C(O)C2O)N(C)C1 (stereo not given)	-6%[12.7 µM]	-21%	1%	-3%	-4%	-16%	-1%	-11%	-3%
O=[N+]([O-])c1ccc(N2CCN(S(=O)(=O)c3ccccc3)CC2)cc1N1CCc2ccccc2C1	-8%	-5%	4%	0%	1%	-3%	16%[57.1 µM]	-15%	8%
COc1cc(CNS(=O)(=O)c2ccc3c(c2)CC(C)N3C(C)=O)cc(OC)c1OC (stereo not given)	-5%[59 µM]	79%	-17%	-10%	-3%	11%	13%	2%	-7%
O=C(Cc1ccc([N+](=O)[O-])cc1)Nc1ccc2c(c1)C(=O)NC2=O	6%	17%	-4%	10%	-5%	-1%	8%	-10%	56%[activator]
CCOC(=O)N1CCC(N2C(=O)c3ccc(C(=O)O)cc3C2=O)CC1	?	0%	2%	-6%	0%	-2%	3%	-10%[11.4 µM]	-8%
CC(C)CC(=O)Nc1c(C(=O)N2CCN(c3ccccc3)CC2)oc2ccccc12	14µM*	nt	-34%	-25%	-3%	5%	1%	-32%	40%[activator]
O=C(OCC1CC(c2ccccc2)=NO1)c1ccc(Cl)cc1 (stereo not given)	13%[0.0925 µM]	9%	-13%	1%	-3%	-6%[60.1 µM]	22%	4%	21%
CS(=O)(=O)c1ccc(C(=O)OCC(=O)Nc2cccc(S(=O)(=O)N3CCCC3)c2)cc1	-36%	-10%	-7%	-17%	nt	-5%	nt	-11%	34%[activator]
Nc1nc2n(n1)C(c1cccc(Br)c1)CC(c1ccccc1)N2 (stereo not given)	-17%[59 µM]	-3%	-6%	-11%	1%	0%	-21%	-18%	6%
O=C(O)c1n[nH]c2c1CCCCC2	10µM*	3%	50µM*	3%	1%	-6%	-19%	?	7%
CCOc1ccc(CNC(=O)c2c(C)nn(-c3ccc(F)cc3)c2-n2cccc2)cc1	?	nt	-1%	-23%	-6%	0%	-1%	3%	8%

An excerpt from the list above, for reference:
SMILES	G9a block	APEX1 inh	BAZ2B inh	POLH inh	BLM inh	Pol kappa inh	POLB inh	JMJD2A Tudor inh	POLI inh
COc1ccccc1N1CCN(S(=O)(=O)c2c(C)ccc3nsnc23)CC1	?	1%	?	-9%	-5%	0%	-6%	?	?
O=C(c1cc([N+](=O)[O-])ccc1N1CCN(S(=O)(=O)c2ccc(Cl)c(Cl)c2)CC1)N1CCOCC1	?	-8%	-5%	-16%	3%	-7%	31%	-27%	2%
CC1CCN(Cc2c(C#N)c3ccccc3n2C)CC1	25µM*	-1%	18%	-13%	-1%	8%	7%	13%	-8%
O=C(/C=C\C=C/c1ccc2c(c1)OCO2)N1CCCCC1	18%[21.5 µM]	-5%[21 µM]	nt	nt	-3%[21.4 µM]	-5%[12 µM]	nt	nt	nt
Cn1c(=O)c2c(nc(N3CCN(c4ccc([N+](=O)[O-])cc4)CC3)n2C)n(C)c1=O	4%	-1%	-1%	-14%	-6%	-3%	-10%	-3%	-8%
CCCC1CC(C(=O)NC(C(C)Cl)C2OC(SC)C(O)C(O)C2O)N(C)C1 (stereo not given)	-6%[12.7 µM]	-21%	1%	-3%	-4%	-16%	-1%	-11%	-3%
O=[N+]([O-])c1ccc(N2CCN(S(=O)(=O)c3ccccc3)CC2)cc1N1CCc2ccccc2C1	-8%	-5%	4%	0%	1%	-3%	16%[57.1 µM]	-15%	8%
COc1cc(CNS(=O)(=O)c2ccc3c(c2)CC(C)N3C(C)=O)cc(OC)c1OC (stereo not given)	-5%[59 µM]	79%	-17%	-10%	-3%	11%	13%	2%	-7%
O=C(Cc1ccc([N+](=O)[O-])cc1)Nc1ccc2c(c1)C(=O)NC2=O	6%	17%	-4%	10%	-5%	-1%	8%	-10%	56%[activator]
CCOC(=O)N1CCC(N2C(=O)c3ccc(C(=O)O)cc3C2=O)CC1	?	0%	2%	-6%	0%	-2%	3%	-10%[11.4 µM]	-8%
CC(C)CC(=O)Nc1c(C(=O)N2CCN(c3ccccc3)CC2)oc2ccccc12	14µM*	nt	-34%	-25%	-3%	5%	1%	-32%	40%[activator]
O=C(OCC1CC(c2ccccc2)=NO1)c1ccc(Cl)cc1 (stereo not given)	13%[0.0925 µM]	9%	-13%	1%	-3%	-6%[60.1 µM]	22%	4%	21%
CS(=O)(=O)c1ccc(C(=O)OCC(=O)Nc2cccc(S(=O)(=O)N3CCCC3)c2)cc1	-36%	-10%	-7%	-17%	nt	-5%	nt	-11%	34%[activator]
